Assay outcomes from PubChem BioAssay.
Cardio protect = cardioprotection against H2O2-induced cell death, primary screen, uHTS, H9c2 cells, ATPLite luminescence. protection from H2O2 cell death, % at 20 µM. 0.63% of 360,000 active. H9c2 cardiomyocytes, H2O2 injury protection, 2 h;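 active means compounds giving at least 50% protection of heart cells from peroxide-induced death in the single-dose screen, raw or plate-pattern-corrected value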;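 further: 0% = DMSO wells with peroxide and 100% = DMSO wells without peroxide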
ABCB6 inh MLPCN = ABCB6 transporter inhibitors, primary screen, K562-ABCB6 cells, flow cytometry, MLPCN library; ATP-binding cassette sub-family B member 6 (Homo sapiens), Q9NP58; K562-ABCB6 porphyrin accumulation, 1 h; stronger effect = lower value; fluorescence ratio to DMSO, % at 10 µM; 0.19% of 360,000 active;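 active means fluorescence ratio to DMSO below 75%, the collection mean minus 3 SD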;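 further: signal is porphyrin accumulated inside mitochondria; 100% equals median channel fluorescence of DMSO control wells; lower ratio means ABCB6 inhibition with less porphyrin fluorescence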
Target sequence (Q9NP58 whole entry, looked up): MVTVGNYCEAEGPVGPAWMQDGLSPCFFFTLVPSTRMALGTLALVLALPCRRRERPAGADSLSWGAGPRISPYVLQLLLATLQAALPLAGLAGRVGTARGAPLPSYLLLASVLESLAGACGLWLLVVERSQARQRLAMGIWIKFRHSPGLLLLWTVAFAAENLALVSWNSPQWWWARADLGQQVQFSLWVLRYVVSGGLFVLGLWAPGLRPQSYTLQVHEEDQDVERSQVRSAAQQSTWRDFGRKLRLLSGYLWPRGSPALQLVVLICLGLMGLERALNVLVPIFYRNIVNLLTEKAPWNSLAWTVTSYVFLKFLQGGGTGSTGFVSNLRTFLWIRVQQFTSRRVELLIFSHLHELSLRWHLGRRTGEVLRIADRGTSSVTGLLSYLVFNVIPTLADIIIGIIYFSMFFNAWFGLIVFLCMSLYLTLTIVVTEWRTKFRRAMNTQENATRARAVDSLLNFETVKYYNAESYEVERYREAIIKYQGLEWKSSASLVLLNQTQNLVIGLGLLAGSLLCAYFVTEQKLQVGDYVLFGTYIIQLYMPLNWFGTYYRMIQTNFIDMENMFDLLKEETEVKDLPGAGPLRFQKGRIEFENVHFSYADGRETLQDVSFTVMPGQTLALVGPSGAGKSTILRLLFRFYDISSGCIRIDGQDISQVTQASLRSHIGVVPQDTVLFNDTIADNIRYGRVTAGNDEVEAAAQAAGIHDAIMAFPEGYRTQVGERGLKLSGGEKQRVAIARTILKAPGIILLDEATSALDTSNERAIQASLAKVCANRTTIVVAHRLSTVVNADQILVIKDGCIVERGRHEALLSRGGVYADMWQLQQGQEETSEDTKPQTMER
MC4R ag barr = MC4R agonists recruiting beta-arrestin, primary screen, cell-based, luminescence, agonist arm of biased-ligand search; Melanocortin receptor 4 (Homo sapiens), P32245; U2OS MC4R beta-arrestin complementation; percent of melanotan II response, DMSO zero; activation, % at 8.9 µM; 0.98% of 360,000 active; AID 540308, 2011;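 active means activation above a per-plate cutoff, the mean activation of sample wells on that plate plus 3 SD, cut at about 8% in these data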
Glyco luc inh = increase of ERlucT glycosylation luciferase signal, primary screen, N-linked glycosylation inhibitor project, D54 ERlucT cells, luminescence, set 2. 0.23% of 360,000 active. reporter increase, % at 12.5 µM. D54 ERlucT glycosylation luciferase reporter, 24 h; percent of 100 nM tunicamycin response;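 active means mean luciferase reporter signal, scaled so untreated is 0 and the glycosylation-blocking control 100, at or above a set limit in every replicate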;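 further: luciferase carries N-glycosylation sites so blocking glycosylation raises the light; 0% = median of neutral control wells and 100% = median of 100 nM tunicamycin wells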
aDG glyco act = activators of alpha-DG glycosylation, primary screen, uHTS, Pro5-aDG cells, AlphaScreen | alpha-DG glycosylation AlphaScreen (IIH6); 0% Pro5, 100% B10-LARGE cell signal | activation, % at 10 µM | 0.22% of 360,000 active;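 active means activation of at least 8% versus controls, or a plate z-score of at least 8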;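 further: Pro5 are CHO cells carrying HIG-tagged alpha-DG that lacks glycosylation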
CaV13 FRET inh = Disruptors of the CACNA1D IQ motif to Ca2+-dependent inactivation inhibitor domain association, primary screening, Förster resonance energy transfer in intact living … | AID 743397 | 0.098% of 340,000 active | HEK cells, CFP/YFP FRET ICDI-IQ, plate reader, 10 min; percent FRET-ratio fall versus neutral wells | inhibition, % at 12.3 µM;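 active means mean replicate inhibition of at least 30% and at least 1% of replicates passing that level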;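 further: 0% = median of the neutral control wells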
Vif imaging = HIV Vif self-association inhibitors, primary screen, imaging, HEK293T, single point | inhibition, % at 7.49 µM | AID 602346, 2012 | 0.35% of 340,000 active | HEK293T cells, Vif self-association by quenched fluorescence, 24 h; in the data active means inhibition above about 50%, passing the limit was not always enough; further: some results filed as inactive read as strong as hits
HTR2A ag = mouse Htr2a agonists via beta-arrestin recruitment, primary screen, cell-based, luminescence. activation, % at 7.6 µM. AID 624169, 2012. 0.66% of 360,000 active. CHO-K1 mHTR2A beta-arrestin complementation; percent of 30 µM serotonin response. 5-hydroxytryptamine receptor 2A (Mus musculus), P35363;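 active means activation above a run cutoff, the mean activation of all tested compounds plus 3 SD, cut at about 14% in these data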;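 further: 0% = plate median of compound wells and 100% = 30 µM serotonin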
MC4R antag cAMP = MC4R antagonists of cAMP signaling, primary screen, cell-based, TR-FRET, antagonist arm of biased-ligand search | Melanocortin receptor 4 (Homo sapiens), P32245 | MC4R-expressing cells, MTII-stimulated cAMP, LANCE TR-FRET | inhibition, % at 6.5 µM | 0.48% of 360,000 active | AID 540295, 2011;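 active means inhibition above its plate's cutoff, the mean of tested wells on that plate plus 3 SD, cut at about 29% in these data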;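 further: 0% = Melanotan II alone and 100% = Melanotan II plus saturating MCL0020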
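Assay system: U2OS cells stably expressing human melanocortin 4 receptor (MC4R) / Dosing: 6.5 µM / Timing: compound 30 min, challenge 1 h, detection 1 h / Measured by: Eu-cAMP/anti-cAMP TR-FRET, emission 671 nm / Replicates: singlicate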
PDI turbidity = inhibitors of human PDI, primary screen, biochemical, turbidity, single point, plate reader. PDI insulin aggregation turbidity, A650, 90 min. 0.052% of 350,000 active. inhibition, % at 10 µM. Protein disulfide-isomerase (Homo sapiens), P07237;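 active means mean inhibition across replicates of 30% or more, whatever share of single replicates reach that level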;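 further: absorbance from insulin aggregation driven by PDI reduction with DTT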
* hit, by the source's call; · = not tested or not shown.

SMILES	Cardio protect	ABCB6 inh MLPCN	MC4R ag barr	Glyco luc inh	aDG glyco act	CaV13 FRET inh	Vif imaging	HTR2A ag	MC4R antag cAMP	PDI turbidity
CCCc1[nH]nc2c1C(c1ccc(O)c(OC)c1)C(C#N)=C(N)O2 (stereo unspecified)	-2	93	-3.4	4	0.1	·	-3	-5	4	20
Cc1cccc(N(CC(=O)Nc2cccnc2)S(C)(=O)=O)c1	-3	99	-2.5	3	-0.1	-2	1	3	0	2
COc1ccc(C2CC(c3c(Cl)cccc3Cl)n3nc(N)nc3N2)cc1 (stereo unspecified)	6	98	-1.5	3	0.1	-2	2	-2	10	·
Cc1cccc(NC(=O)CSc2nnc(-c3n[nH]c4ccccc34)o2)c1	0	96	-0.8	4	0.1	-5	1	5	6	-5
O=C(COC(=O)c1ccc(Cl)cc1)NC1CCCCCC1	1	93	0.9	0	-0.1	-3	5	0	12	11
O=C1NC[C@@H](CCCCN2C[C@H](Cc3ccc(O)cc3)N(Cc3ccccc3)C(=O)C2=O)N(CCC2CCCCC2)C1=O	·	98	·	·	0.1	-3	·	-1	·	·
Cc1ccc(-c2ccc3c(c2)O[C@H](CN(C)C(=O)CC2CC2)[C@H](C)CN([C@@H](C)CO)S3(=O)=O)cc1	-1	97	-0.7	1	-0.2	-6	0	4	6	15
CCOC(=O)C1=C(c2ccccc2)NC(=O)NC1c1ccc(O)c(OCC)c1 (stereo unspecified)	7	97	-2.0	-1	-0.1	-2	-3	3	11	4
O=S(=O)(c1cccc(NC(=S)NCc2ccco2)c1)N1CCOCC1	-8	101	1.9	-1	-0.4	-4	19	0	7	3
Nc1nc2n(n1)C(c1ccc(Cl)cc1)CC(c1ccc(F)cc1)N2 (stereo unspecified)	0	102	1.9	2	0.4	-2	3	2	-1	·
COc1ccccc1N1CCN(C(=O)C(NS(=O)(=O)c2cccs2)c2ccccc2)CC1 (stereo unspecified)	6	103	0.0	0	0.2	-4	3	2	2	-3
COc1ccccc1-c1cc(C(=O)Nc2cc(C)nn2-c2ccccc2)no1	-5	97	9.9*	24	0.0	-6	·	-8	2	-2

Marked active in MC4R ag barr (from the list above):
SMILES | ABCB6 inh MLPCN | MC4R ag barr | Glyco luc inh | aDG glyco act | CaV13 FRET inh | Vif imaging | HTR2A ag | MC4R antag cAMP | PDI turbidity
COc1ccccc1-c1cc(C(=O)Nc2cc(C)nn2-c2ccccc2)no1 | 97 | 9.9* | 24 | 0.0 | -6 | · | -8 | 2 | -2

The listing continues:
SMILES	Cardio protect	ABCB6 inh MLPCN	MC4R ag barr	Glyco luc inh	aDG glyco act	CaV13 FRET inh	Vif imaging	HTR2A ag	MC4R antag cAMP	PDI turbidity
COC(=O)C1CN(C(=O)COc2cccc(C)c2C)c2ccccc2O1 (stereo unspecified)	-2	97	0.6	0	-0.1	-23	-3	2	13	-3
CCOc1ccc(NC(=O)CSc2nc(=O)n(Cc3cccnc3)c3c2CCC3)cc1	4	96	-3.0	-2	0.0	-3	-3	-5	-1	-9
CCC(C)NC(=O)CSC1=Nc2ccccc2C2=NC(CCC(=O)NCc3ccco3)C(=O)N12 (stereo unspecified)	0	91	-0.3	0	-0.1	-5	11	3	-6	-1
Cc1cc(OCC(=O)N2CCC(C(=O)O)CC2)c2c(C)cc(=O)oc2c1	1	97	0.4	-1	-0.2	·	2	0	5	·
COc1cccc(C(=O)NCC2CCCN2S(=O)(=O)c2ccccc2)c1 (stereo unspecified)	2	96	-4.4	-1	0.0	-4	-2	-7	4	11
Cc1cccc(-c2nsc(SCC(=O)Nc3nccs3)n2)c1	-3	90	13*	-1	1.3	7	-13	18*	6	-8
CC1CCN(C(=O)CNS(=O)(=O)c2ccc(Br)s2)CC1	-2	106	-1.1	0	-0.1	-7	1	1	3	-5
COC(=O)CNc1c(-c2ccccc2)nc2ccc(Br)cn12	-7	124	2.2	2	-0.1	-6	0	3	16	0
CC(OC(=O)CN1C(=O)c2ccccc2C1=O)C(=O)c1ccccc1 (stereo unspecified)	8	93	-3.8	1	-0.1	-3	-3	-2	7	20
O=C1CS/C(=N/N=C/c2ccccc2)N1Cc1ccco1	-11	99	-0.2	-1	0.3	-1	-2	2	11	-4
Cc1cccc(C)c1Nc1c(-c2ccccn2)nc2ccccn12	1	95	-1.2	-2	0.9	-2	-11	-11	17	2
O=C(c1cc(-c2ccc(F)cc2)on1)N1CCN(c2ccc(F)cc2)CC1	-6	96	0.3	-1	-0.1	-2	20	3	1	-20
COc1ccc(N2CCN(C(=O)COC(=O)c3ccc(OC(F)F)cc3)CC2)cc1	-2	100	-2.1	1	0.1	-5	1	8	4	-5
Cc1cnc(NC(=O)c2cc(S(=O)(=O)N(C)C)ccc2N2CCCC2)s1	-3	99	-2.4	98*	-0.4	-6	23	1	-4	-15
CC1(C)Cc2ccccc2/C(=C/C(=O)c2ccccc2)N1	2	92	1.2	-1	-0.1	-4	12	-7	-5	2
COc1ccc(C[C@@H]2CN3C(=NC[C@@H]3C)N2C[C@H](C)NC(=O)c2ccc(C)c(Br)c2)cc1	-1	97	-1.2	-1	0.0	-8	-8	-11	2	11
Cn1c2c(c3ccccc31)CC/C2=N\O	1	94	0.0	0	-0.2	0	2	1	-8	-3
O=S1(=O)CCOC[C@H](CC2CCCCC2)N1Cc1cccc(F)c1	-4	103	5.1	-5	0.0	-10	-10	13	2	-2
COc1ccc(CN2CCN(C3CCC3)CC2CCO)cc1C (stereo unspecified)	3	98	1.4	-1	0.1	-4	-1	-1	4	1
C#CCOCCOCCOCCNc1nc(N2CCN(C(=O)[C@H](CCCCN)n3cc(CN)nn3)CC2)nc(N2CCN(C(=O)[C@H](CCCN=C(N)N)n3cc(C(N)[C@H](C)CC)nn3)CC2)n1 (stereo partly specified)	2	97	-0.3	-1	-0.3	-5	·	4	4	8
COc1ccccc1-c1cccc([C@@H]2C[C@H]3[C@H](CON3C)CN2C(C)=O)c1	3	108	1.4	3	0.9	-7	·	3	-1	-1
CCCCn1nnnc1C1(C)CCC(=O)N1Cc1ccco1 (stereo unspecified)	·	103	·	·	-0.4	-10	·	-3	·	·
CCOc1ccccc1C(=O)NCC(=O)N(C)Cc1ccccc1C	1	94	-0.3	-3	0.0	-16	-2	-3	6	3
CSCCC(NC(=O)COc1ccccc1)C(=O)NCC1COc2ccccc2O1 (stereo unspecified)	-1	92	-0.7	-2	1.4	-3	-7	7	2	0
CC(=O)Nc1nnc(S(=O)(=O)N2CCN(c3ccc(Cl)cc3[N+](=O)[O-])CC2)s1	1	95	-0.9	1	-0.3	-6	-2	1	8	5
O=C(NCC1CCCO1)c1cc2ccccc2o1 (stereo unspecified)	8	110	-0.4	1	3.5	-6	9	0	-3	-2
COc1ccc(C(C)=O)cc1CSc1nnc(Nc2c(C)cccc2C)s1	-8	103	-1.9	-6	1.0	-5	-8	-2	6	8
COc1cc(COC(=O)Oc2ccc(CNC(C)=O)cc2OC)c([N+](=O)[O-])cc1OC	12	103	0.5	1	0.0	-9	6	-4	2	-3
CCn1nc(C)cc1-c1nnc(Sc2ncc([N+](=O)[O-])s2)n1C	-19	101	-3.0	-6	-0.2	-5	6	-13	46*	1
CC1(C)CC(=O)C(CC(=O)c2ccccc2)=C(NN=C(N)N)C1	2	104	-0.6	0	0.0	-17	3	-1	6	5
Cc1ccc(/C=C/C(=O)Nc2ccc(S(=O)(=O)Nc3ncccn3)cc2)cc1	-2	102	0.2	-6	0.3	-2	-10	10	-1	-4
CSc1ccc(CN(C)Cc2cc(=O)oc3c(C)c(C)ccc23)cc1	-17	91	2.2	-2	0.5	-19	1	1	0	-4
O=C(COC(=O)CCC(=O)c1ccc(F)cc1)Nc1ccc(Cl)cn1	0	95	0.3	1	-0.1	-4	4	8	4	6
O=C(NCCCn1ccnc1)c1ccc(Br)o1	16	93	3.3	2	-0.2	-9	-4	2	-1	-2
CC(C)c1ccc(NC(=O)C2=NNC(=O)CC2)cc1	-9	103	-0.6	-4	-0.2	-4	3	-2	5	-5
CCc1ccc2nc3sc(C(=O)Nc4nnc(CC)s4)c(N)c3cc2c1	-1	122	1.5	0	0.0	-14	7	-1	17	12
Cn1c2c(c(=O)n(C)c1=O)CN(CC1CCCO1)CN2 (stereo unspecified)	7	94	0.4	-1	-0.1	-5	-18	1	7	7
COc1ccc(-c2nn(-c3ccccc3)cc2/C=N/N=C(N)N)cc1OC	-24	99	2.2	-8	-0.7	-8	-4	1	3	-1
Nc1nnc(-c2ccc(Cl)cc2Cl)s1	-4	102	-1.8	1	-0.5	-6	-5	-2	30*	-4
Cc1ccc(C2=CC(c3cccs3)n3nnnc3N2)cc1 (stereo unspecified)	-17	100	-0.2	2	0.3	-9	9	-3	-4	-3
COc1ccc(NS(=O)(=O)c2cccc(NC(=O)c3ccc(Cl)nc3)c2)cc1	-11	92	-2.8	9	8.5*	4	2	-4	6	4
CC(C(=O)Nc1ccc(O)c(C(=O)O)c1)N1C(=O)/C(=C/c2cccs2)SC1=S (stereo unspecified)	3	97	-1.8	1	0.2	-9	0	4	12	0
CN1CCCN(C(=O)c2ccc(Br)s2)CC1	0	99	-2.1	3	-0.2	-6	-6	-5	-2	11
NC(=O)N/C=C1\CCCOC1=O	-1	96	-2.0	0	-0.1	-6	13	10	10	10
COCC1CCN(C(=O)C2CCC(=O)N(CCc3cccc(F)c3)C2)CC1 (stereo unspecified)	0	101	-4.5	0	-0.4	·	-2	2	8	-2
Nc1nc2ccc(C(=O)Nc3ccccc3)cc2s1	-3	101	4.2	0	1.5	-5	-4	5	-3	0
COc1ccc(-n2nnc3c(SCC(=O)OCc4ccccc4)ncnc32)cc1	-22	90	0.7	0	0.0	-5	11	2	-1	0
O=C(NCc1csc2ccccc12)Nc1cc(Cl)cc(Cl)c1	-16	104	16*	0	0.1	-16	-12	-4	14	1
COc1ccc2occ(C(=O)c3ccc(N)cc3)c2c1	-10	99	-0.1	-9	0.2	-18	-3	-3	0	-5
O=C(Cn1ncc(Cl)c(Cl)c1=O)NCC1CCCCC1	-10	78	0.4	3	-0.5	-5	15	-1	58*	8
CC1CCCC(C)N1C(=O)CSc1nc(N)c(-c2ccccc2)c(=O)[nH]1 (stereo unspecified)	4	99	0.4	-1	-0.2	-9	15	-3	6	0

Rows were taken by chance (roughly 3.6% active in at least one column).
